NadD inh – inhibitors of S. aureus NadD, primary screen, biochemical, colorimetric, uHTS; Nicotinate-nucleotide adenylyltransferase NadD (Staphylococcus aureus N315); purified NadD enzyme, colorimetric absorbance read-out; inhibition, % at 20 µM; 0.78% of 360,000 active; AID 602399, 2012; in the data active = inhibition above about 26%; also: some compounds past the cut are filed as inactive
Scp1 inh – Scp-1 phosphatase inhibitors, primary screen, biochemical, colorimetric, uHTS; 0.88% of 340,000 active; Recombinant Scp1, phosphopeptide, malachite green phosphate absorbance; inhibition, % at 20 µM;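 active = inhibition above about 50% at 20 µM, limit read from the data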;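 also: plate controls were DMSO wells with enzyme for no effect and wells lacking enzyme for full effect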
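System: SCP-1 catalytic domain; Reagent: Phospho 17-mer peptide substrate; Doses: one concentration, 20 µM, with 1.0% DMSO; Incubation: 45 min room-temperature reaction, 5 min colour, 30 min stabiliser; Signal: Phosphate-binding colour reagent, absorbance read at 630 nm.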
Tb MetRS inh – T. brucei MetRS inhibitors, primary screen, biochemical, luminescence. purified T. brucei MetRS, ATP depletion, Kinase-Glo luminescence. AID 624268, 2012. 0.4% of 360,000 active. methionyl-tRNA synthetase (Trypanosoma brucei brucei). inhibition, % at 11.9 µM;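 active = inhibition above a per-plate cutoff of the control wells' mean inhibition plus 3 SD, cut at about 5.5% in these data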;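 also: 0% = DMSO wells median and 100% = median of wells with control inhibitor compound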
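technique = Kinase-Glo luminescence, ATP depletion format | system = purified MetRS (methionyl-tRNA synthetase) enzyme from Trypanosoma brucei | timing = 15 min preincubation, 2 h reaction, all 25 °C | evaluation = percent inhibition versus plate control medians | dosing = single dose, 11.9 µM final nominal, 0.9% final DMSO | also added = substrates ATP, L-methionine and bulk Escherichia coli tRNA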
DNMT1 block – human DNMT1 methyltransferase inhibitors, primary screen, biochemical, molecular beacon, fluorescence, HinP1I cleavage, uHTS. inhibition (reported as % activation of signal), % at 10 µM. 0.83% of 360,000 active; in the data active = inhibition above about 50%
Target sequence (P26358 504-1616 limits assumed): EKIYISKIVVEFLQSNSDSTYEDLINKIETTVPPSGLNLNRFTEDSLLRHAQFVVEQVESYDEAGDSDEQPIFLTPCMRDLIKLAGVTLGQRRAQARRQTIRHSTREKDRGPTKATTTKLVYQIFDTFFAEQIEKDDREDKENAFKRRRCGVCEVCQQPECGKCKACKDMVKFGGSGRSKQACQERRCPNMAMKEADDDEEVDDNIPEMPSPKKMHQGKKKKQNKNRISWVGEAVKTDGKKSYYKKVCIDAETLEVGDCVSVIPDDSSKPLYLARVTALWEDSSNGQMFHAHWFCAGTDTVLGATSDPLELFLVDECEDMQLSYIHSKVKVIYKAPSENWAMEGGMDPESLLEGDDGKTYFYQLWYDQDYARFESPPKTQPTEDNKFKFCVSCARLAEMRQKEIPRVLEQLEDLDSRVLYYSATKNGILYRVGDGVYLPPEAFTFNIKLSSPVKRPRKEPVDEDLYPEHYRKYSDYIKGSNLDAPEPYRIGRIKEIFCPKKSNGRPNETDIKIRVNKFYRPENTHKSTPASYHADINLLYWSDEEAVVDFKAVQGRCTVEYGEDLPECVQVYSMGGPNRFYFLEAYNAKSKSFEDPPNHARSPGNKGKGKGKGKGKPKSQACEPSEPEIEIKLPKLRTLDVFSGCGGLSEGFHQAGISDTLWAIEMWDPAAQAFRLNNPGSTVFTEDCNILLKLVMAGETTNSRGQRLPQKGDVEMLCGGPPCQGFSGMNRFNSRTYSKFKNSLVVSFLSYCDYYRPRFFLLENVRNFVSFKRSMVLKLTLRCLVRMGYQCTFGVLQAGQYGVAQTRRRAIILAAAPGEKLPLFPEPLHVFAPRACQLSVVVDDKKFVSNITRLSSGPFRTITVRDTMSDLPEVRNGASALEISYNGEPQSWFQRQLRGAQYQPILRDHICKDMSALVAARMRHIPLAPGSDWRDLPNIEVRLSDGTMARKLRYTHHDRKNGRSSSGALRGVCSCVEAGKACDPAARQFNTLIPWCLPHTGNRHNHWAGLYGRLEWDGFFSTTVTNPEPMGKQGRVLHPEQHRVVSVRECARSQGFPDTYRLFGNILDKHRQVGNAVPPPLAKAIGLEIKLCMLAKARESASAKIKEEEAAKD
LMPTP inh – LMPTP phosphatase inhibitors, primary screen, biochemical, fluorescence intensity, uHTS | inhibition, % at 20 µM | 0.22% of 360,000 active | AID 651560, 2012 | recombinant LMPTP-A, OMFP fluorogenic substrate;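 active = compounds that cut the enzyme signal by at least half of the control window in the single-dose screen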;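 also: plate controls were DMSO wells with enzyme plus substrate for no effect and substrate without enzyme for full effect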
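Assay system: LMPTP-A phosphatase enzyme | Input: 0.625 nM enzyme | Also added: Fluorogenic phosphatase substrate OMFP at 400 µM final | Compound dosing: One test concentration per compound, 20 µM, with 3% DMSO overall | Schedule: 50 min enzyme reaction at room temperature, protected from light | Signal: Fluorescence intensity | Benchmarks: no-enzyme and uninhibited controls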
CSN deneddyl inh – inhibitors of CSN-mediated cullin deneddylation, primary screen, biochemical, fluorescence polarization, uHTS. AID 651999, 2013. 0.38% of 360,000 active. inhibition, % at 12.5 µM. Purified CSN, SCF-Nedd8-OG deneddylation;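 active = pattern-corrected inhibition above about 35%, with an unprinted fluorescence ratio check between 0.5 and 1.5, limit read from the data, passing the limit was not always enough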;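 also: 0% = enzyme with substrate and 100% = substrate without enzyme; some results filed as inactive read as strong as hits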
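Detection – fluorescence polarization · System – HEK293T-derived human Csn5 enzyme · Controls – substrate-only high control, full reaction low control · Timing – 90 min, room temperature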
MsrA inhibitor – bovine MsrA enzyme inhibitors, primary screen, biochemical, absorbance, HTS | Methionine sulfoxide reductase A (Bos taurus) | purified bovine MsrA, absorbance read-out | inhibition, % at 15.5 µM | 0.75% of 360,000 active | AID 651718, 2012; in the data active = inhibition above about 4.5%;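 also: 0% = vehicle wells with enzyme and 100% = reference inhibitor wells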
SUMO1 PPI mod – modulators of SUMO1 protein-protein interactions, primary screen, biochemical, uHTS; Small ubiquitin-related modifier 1 (Homo sapiens), P63165; SUMO1 binding to a labelled peptide, TR-FRET, 1 h; inhibition, % at 20 µM; 0.33% of 360,000 active; in the data active = inhibition above about 37%
Rpn11 inh – Rpn11 (PSMD14) deubiquitinase inhibitors, primary screen, biochemical, fluorescence polarization, uHTS; 26S proteasome non-ATPase regulatory subunit 14 (Homo sapiens), O00487; human 26S proteasome, Ub4-pepOG fluorescence polarization; 20S core pre-blocked with epoxomicin; calls only at 20 µM; 0.59% of 360,000 active; AID 588493, 2011;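 active = inhibition at 20 µM, scaled to each plate's controls, above about 33%, limit read from the data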
STEP block – STEP phosphatase inhibitors, primary screen, biochemical, fluorescence intensity, uHTS; recombinant STEP, OMFP fluorogenic substrate; 0.25% of 360,000 active; inhibition, % at 20 µM;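 active = inhibition at 20 µM, scaled per plate between control wells, above about 37%, limit read from the data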;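 also: 0% = DMSO with enzyme and substrate and 100% = substrate only without enzyme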
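Material: STEP (striatal-enriched tyrosine phosphatase) enzyme, cell-free; Compound dosing: 20 µM single dose in 1% DMSO; Technique: fluorescence read at 480 nm ex / 540 nm em; Times: reaction 20 min, ambient temperature; Medium: 50 mM Bis-Tris pH 6.0 with 2.5 mM DTT and 0.005% Tween 20; Also added: OMFP at 25 µM.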
Active calls of the source: *; i = inactive; x = no result given.

SMILES	NadD inh	Scp1 inh	Tb MetRS inh	DNMT1 block	LMPTP inh	CSN deneddyl inh	MsrA inhibitor	SUMO1 PPI mod	Rpn11 inh	STEP block
CCOC(=O)/C(C#N)=C/c1c(N2CCN(C)CC2)nc2ccccn2c1=O	-5	-9	-0.8	1	-1.2	0	1.6	-27	i	2
S=C1Nc2ccccc2Sc2ccc(Cl)cc21	0	-34	0.1	4	-1.6	2	0.2	5	i	-2
COC(=O)CN1C(=O)c2cccc3cccc1c23	-1	3	0.0	-1	0.3	-2	0.5	-15	i	-2
CC1CCN(C(=O)c2[nH]cnc2C(=O)NC2CCN(C(=O)OC(C)(C)C)CC2)CC1	-2	0	-0.5	0	-0.8	-1	1.8	3	i	0
Cc1n(CC(O)COCc2ccccc2)c2ccccc2[n+]1C (stereo not drawn)	-8	3	-0.2	1	-2.2	3	0.2	4	i	0
NC(=O)CN1CCN(C(=O)NC2CCCCC2)CC1	-2	-4	-1.7	1	2.8	2	-0.4	-8	i	0
Cc1ccc(NC(=S)NC(=O)c2ccc(-c3ccc(Cl)cc3)o2)c(O)c1	19	-12	-0.1	-2	1.3	3	1.1	-4	i	1
O=C(C1CCCC1)N1CCN(S(=O)(=O)c2ccc(Cl)cc2)CC1	3	-9	0.8	3	-1.5	-4	-0.4	-6	i	-2
C#CCNC(=O)C[C@@H]1C[C@@]2(C(=O)OCC)CCCC=C2N(Cc2ccco2)C1=O	3	x	-0.9	x	-1.5	-3	2.3	2	x	x
COC(=O)C1CN(C(=O)C(C)Oc2cc(C)ccc2C(C)C)c2ccccc2O1 (stereo not drawn)	-5	-12	-1.1	1	3.2	2	-0.3	-1	i	4
Cc1csc(SCC(=O)NCc2cccs2)n1	6	2	-1.6	0	-0.7	7	0.7	-1	i	-3
CC(O)(CS(=O)(=O)Cc1ccccc1)c1ccc(Cl)cc1 (stereo not drawn)	-2	-11	-1.0	1	1.4	-4	0.5	4	i	-1
Cc1cc(C)c2c(n1)sc1c(=O)n(Cc3ccccc3Cl)nnc12	1	7	-1.7	-3	2.2	-1	0.8	-9	i	0
COc1ccc(-c2ccc(/C=N/NC(=O)c3cccnc3)o2)c([N+](=O)[O-])c1	12	96*	-0.6	-1	53*	25	2.8	-14	i	32
O=C(NC(=S)Nc1cccnc1Cl)c1ccco1	-1	9	-1.6	0	3.8	-1	1.3	8	i	3
Cc1cccc(S(=O)(=O)NC(=O)C2(C)CCN2C(=O)Cc2ccc(Cl)cc2Cl)c1 (stereo not drawn)	-8	x	0.2	6	-0.9	2	-0.1	5	i	1
O=C(N/N=C/c1cccnc1)c1ccc(NC(=O)c2ccccc2Cl)cc1	-4	0	-0.3	5	1.2	1	2.1	-13	i	-4
Cc1cc(C)n(-c2ccc(C(=O)OCC(=O)NCc3ccc(Cl)cc3)cc2)n1	-2	-4	-0.6	-7	0.5	3	-1.2	4	i	4
O=C(OCC(=O)N1CCN(C(=O)COC(=O)c2ccncc2)CC1)c1ccncc1	4	-1	-0.7	2	-5.9	2	0.5	0	i	-1
CN1CCN(C(=O)c2cc(=O)c3cc(Cl)cc(Cl)c3o2)CC1	-2	-6	-0.2	1	-0.5	-1	0.4	-8	i	-2

The final 3 records of the section before open the next one:
SMILES	NadD inh	Scp1 inh	Tb MetRS inh	DNMT1 block	LMPTP inh	CSN deneddyl inh	MsrA inhibitor	SUMO1 PPI mod	Rpn11 inh	STEP block
Cc1cc(C)n(-c2ccc(C(=O)OCC(=O)NCc3ccc(Cl)cc3)cc2)n1	-2	-4	-0.6	-7	0.5	3	-1.2	4	i	4
O=C(OCC(=O)N1CCN(C(=O)COC(=O)c2ccncc2)CC1)c1ccncc1	4	-1	-0.7	2	-5.9	2	0.5	0	i	-1
CN1CCN(C(=O)c2cc(=O)c3cc(Cl)cc(Cl)c3o2)CC1	-2	-6	-0.2	1	-0.5	-1	0.4	-8	i	-2
O=S(=O)(c1ccc(NC(=S)NCc2ccc(F)cc2)cc1)N1CCOCC1	-4	4	-0.5	0	-0.1	5	-0.3	-3	i	13
COC(=O)c1cc(-c2ccccc2)n(CC(=O)O)c1C	2	-7	-0.8	-2	-1.9	0	0.3	-1	i	2
Cc1ccc(S(=O)(=O)N(C)c2ccc(OCC(=O)Nc3ccc(S(C)(=O)=O)cc3)cc2)cc1	-5	-6	-0.2	-6	0.0	-3	-0.4	-4	i	0
COC(=O)c1ccc2c(=O)[nH]c(CN3c4ccccc4CC3C)nc2c1 (stereo not drawn)	50*	-7	-0.2	-12	3.7	4	0.5	7	i	0
CC(C)N(CC#CCC1(O)c2ccccc2-c2ccccc21)CCO	-4	0	0.0	9	0.6	-2	-1.1	2	i	-1
CCN1C(c2ccccc2)C(C)C(=O)C(C)C1c1ccccc1 (stereo not drawn)	0	-7	0.3	0	-2.0	-5	0.3	4	i	4
Cc1ccc(NC(=O)COC(=O)C2CSC3(C)CCC(=O)N23)cc1S(=O)(=O)N1CCOCC1 (stereo not drawn)	-6	0	-0.7	6	-0.4	1	-0.6	0	i	0
Cc1ccc(NC(=O)CSc2nnc(-c3ccncc3)o2)cc1C	3	-3	-0.8	1	0.0	-3	-1.1	1	i	0
O=C(NCc1ccccc1)c1cc(C2COCCN2C(=O)C/C=C/c2ccccc2)on1 (stereo not drawn)	-3	x	-0.2	1	2.1	0	-0.5	-1	i	-2
CCC(=O)N(C)C[C@H]1Oc2cc(-c3ccccc3F)ccc2S(=O)(=O)N([C@H](C)CO)C[C@H]1C	3	x	-0.9	1	-1.3	-2	-1.0	0	i	0
CCN(CC(=O)Nc1ccc(NC(C)=O)cc1)C(=O)CCN1C(=O)c2cccc([N+](=O)[O-])c2C1=O	-4	0	-0.6	1	-0.6	2	1.2	-36	i	1
Cc1noc(C)c1-c1nc(CSc2ccccc2)no1	-2	-17	0.0	0	0.1	5	-1.0	7	i	0
COc1cccc(OC)c1OCCCCCCN1CCN(C)CC1	-9	-14	0.0	-1	-7.1	-1	2.0	2	i	3
Cc1cc(OCC(=O)N2CCC(C(=O)O)CC2)c2c(C)c(C)c(=O)oc2c1	2	-1	1.2	-5	-0.6	-2	0.5	-2	i	-2
CC(=O)N1CCN(Cc2cc(=O)oc3ccc4ccccc4c23)CC1	0	x	0.3	3	-0.1	-2	2.4	-27	i	0
CC1CCN(CCCNC(=O)c2cc3c(Cl)nc4ccccc4c3s2)CC1	-7	-5	-0.8	25	2.6	-6	2.0	-8	i	0
Cc1[nH]n(-c2ccccc2)c(=O)c1N=Nc1nccs1	4	-13	-0.1	-14	6.8	4	0.5	-64	i	2
COc1ccc([C@@H]2[C@@H](C)N(c3ccccc3)c3ccccc3C(=O)N2Cc2ccccc2)cc1	2	x	-1.5	9	6.2	5	0.3	-1	i	2
COc1ccc(NC(=O)CNS(=O)(=O)c2cccs2)cc1	-3	-4	0.0	1	-1.5	2	0.9	-1	i	6
O=C(O)C1Nc2ccc(C(F)(F)F)cc2C2OCCC12 (stereo not drawn)	-2	-3	-0.3	1	-0.7	-2	-1.4	-2	i	-3

Fetched one by one from the entries so far, two records:
SMILES	NadD inh	Scp1 inh	Tb MetRS inh	DNMT1 block	LMPTP inh	CSN deneddyl inh	MsrA inhibitor	SUMO1 PPI mod	Rpn11 inh	STEP block
Cc1[nH]n(-c2ccccc2)c(=O)c1N=Nc1nccs1	4	-13	-0.1	-14	6.8	4	0.5	-64	i	2
CCC(=O)N(C)C[C@H]1Oc2cc(-c3ccccc3F)ccc2S(=O)(=O)N([C@H](C)CO)C[C@H]1C	3	x	-0.9	1	-1.3	-2	-1.0	0	i	0

(list continues)
SMILES	NadD inh	Scp1 inh	Tb MetRS inh	DNMT1 block	LMPTP inh	CSN deneddyl inh	MsrA inhibitor	SUMO1 PPI mod	Rpn11 inh	STEP block
COCOCCn1cc(CN2CCS(=O)(=O)N(Cc3ccc(-c4ccccc4)cc3)C(CC(C)C)C2=O)nn1 (stereo not drawn)	-12	x	-0.2	1	0.5	-2	-0.5	4	i	-1
O=c1[nH]c(SCc2ccccc2)nc2c1cnn2-c1ccc(F)cc1	0	-10	-0.4	12	1.2	11	-0.2	1	i	2
Cc1ccc(C(=O)N2CCN(c3cccc(Cl)c3)CC2)cc1C	-1	-3	-1.9	13	0.2	1	-1.1	-1	i	1
COc1ccc(NC(=O)Cn2nnc(C(=O)Nc3ccccc3C)c2N)cc1	5	-3	-1.1	-2	-0.3	3	0.0	1	i	2
Cc1c(NC(=O)C(C)OC(=O)c2cccc(S(=O)(=O)N(C)C)c2)c(=O)n(-c2ccccc2)n1C (stereo not drawn)	-2	-3	-1.3	-2	0.6	-1	1.0	2	i	1
Cc1ccccc1S(=O)(=O)NC(=O)C1(C)CCN1C(=O)C/C=C/c1ccccc1 (stereo not drawn)	2	x	-0.2	6	-2.4	-3	-1.0	4	i	-4
CCN1CNC(=S)N(C(C)c2ccccc2)C1 (stereo not drawn)	9	2	-1.4	1	-0.3	1	-0.6	-4	i	0
O=C(Cn1c(CO)nc2ccccc21)NCCc1ccccc1	-5	-4	-0.5	-2	-1.7	-2	-0.6	2	i	-1
CCc1cccc(N(CC(=O)NC2CCCCC2)C(=O)c2csnn2)c1	1	-1	0.1	0	-0.2	-6	-0.3	-3	i	1
COc1ccc(-c2nc3c(c4nnc(SC(C)C(=O)Nc5ccc(C)cc5)n24)COC(C)(C)C3)cc1 (stereo not drawn)	-4	-9	0.6	0	0.4	1	-0.6	11	i	2
COc1ccc(N=C2SC(CC(=O)Nc3ccccc3F)C(=O)N2Cc2ccco2)cc1 (stereo not drawn)	-4	-7	0.7	-6	0.9	-4	0.2	-2	i	0
COC(=O)CS(=O)(=O)c1ccsc1C(=O)Nc1ccc(F)c(F)c1	-2	-7	0.1	0	0.4	-11	1.3	-2	i	-1
O=C1C2=C(SCCS2)C(=O)N1CCCO	7	-4	-0.7	1	-1.8	-2	-0.7	-6	i	-4
CCOC(=O)C1CCN(C(=O)c2cccc(S(=O)(=O)N(C)C3CCCCC3)c2)CC1	1	-1	-0.6	0	0.1	-6	-1.8	1	i	-1
CCCOc1c(OC)cccc1C1CC(=O)Nc2cc3c(cc21)OCO3 (stereo not drawn)	-8	-3	-1.2	-3	-0.1	-2	5.1*	2	i	-1
